# MITF primary – blocks human microphthalmia-associated transcription factor | O75030 | AlphaScreen MITF homodimerization, bead proximity signal | inhibition, % at 2.6 µM | 0.91% of 650,000 active; in the data active = inhibition above about 50%;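 also: 0% = vehicle wells with protein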
# FBW7 act – human FBW7 E3 ligase activation, primary screen; Q969H0; AlphaScreen FBW7–phospho-cyclin E peptide binding, activator screen; normalized activity (activation), % at 26.1 µM; 0.13% of 650,000 active; in the data active = normalized activity above about 1.9%;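 also: purified mutant Fbw7 with reduced substrate affinity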
# Target sequence (Q969H0 whole entry, looked up): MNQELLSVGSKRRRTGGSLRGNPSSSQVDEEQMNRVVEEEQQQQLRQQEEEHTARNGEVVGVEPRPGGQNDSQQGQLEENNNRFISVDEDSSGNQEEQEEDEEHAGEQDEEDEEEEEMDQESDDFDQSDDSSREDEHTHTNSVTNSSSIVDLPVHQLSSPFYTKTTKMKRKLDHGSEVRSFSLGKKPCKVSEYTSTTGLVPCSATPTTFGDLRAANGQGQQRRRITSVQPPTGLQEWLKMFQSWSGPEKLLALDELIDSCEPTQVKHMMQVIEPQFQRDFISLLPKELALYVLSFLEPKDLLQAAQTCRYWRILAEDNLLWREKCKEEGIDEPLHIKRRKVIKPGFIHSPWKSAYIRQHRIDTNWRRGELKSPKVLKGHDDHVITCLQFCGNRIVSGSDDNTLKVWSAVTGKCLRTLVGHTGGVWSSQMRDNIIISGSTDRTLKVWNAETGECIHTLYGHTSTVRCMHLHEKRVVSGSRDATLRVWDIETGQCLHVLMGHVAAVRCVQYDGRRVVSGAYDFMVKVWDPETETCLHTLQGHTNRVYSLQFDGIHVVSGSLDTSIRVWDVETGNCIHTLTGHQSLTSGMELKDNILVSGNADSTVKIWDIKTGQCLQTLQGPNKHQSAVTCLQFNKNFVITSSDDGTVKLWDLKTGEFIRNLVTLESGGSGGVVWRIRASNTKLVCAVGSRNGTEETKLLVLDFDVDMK
# GPR151 ag – activators of human GPR151 | PathHunter beta-arrestin GPR151 cells, luminescence | activation, % at 11.2 µM | 1% of 650,000 active; in the data active = activation above about 4.9%;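 also: 0% = median of compound wells and 100% = cells with positive control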
# Target sequence (Q8TDV0 whole entry, looked up): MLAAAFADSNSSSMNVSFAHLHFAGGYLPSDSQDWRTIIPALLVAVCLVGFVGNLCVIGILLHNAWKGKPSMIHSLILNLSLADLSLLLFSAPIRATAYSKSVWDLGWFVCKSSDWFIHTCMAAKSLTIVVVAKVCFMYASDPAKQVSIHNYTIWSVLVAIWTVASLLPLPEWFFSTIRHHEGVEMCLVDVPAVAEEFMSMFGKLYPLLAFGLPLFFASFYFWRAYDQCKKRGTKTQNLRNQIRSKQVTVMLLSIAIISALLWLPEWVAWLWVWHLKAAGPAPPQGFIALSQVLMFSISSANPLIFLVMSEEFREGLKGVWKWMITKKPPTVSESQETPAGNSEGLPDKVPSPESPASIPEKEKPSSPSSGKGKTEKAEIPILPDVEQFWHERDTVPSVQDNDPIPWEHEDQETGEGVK
# TEAD-YAP inh – TEAD-YAP interaction inhibition | HEK-TIYL cells, TEAD-Gal4/YAP UAS-luciferase luminescence | inhibition, % at 9.12 µM | 1.4% of 640,000 active | AID 1259422; in the data active = inhibition above about 32%;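 also: 0% = median of test compound wells and 100% = reference inhibitor wells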
# * marks the source's active call; other numbers are inactive results; & = joins results of further samples.
SMILES,MITF primary,FBW7 act,GPR151 ag,TEAD-YAP inh
COc1cccc(C2NC(=O)NC3=C2C(=O)OC3)c1 (centres undefined),-8,0.0,1.9,-6
COCC(C)NC(=O)c1ccc([N+](=O)[O-])cc1Cl (centres undefined),3,0.3,0.4,7
Cc1ccc([N+](=O)[O-])cc1S(=O)(=O)NCc1csc(-c2ccccc2)n1,-2,0.1,0.4,3
CCOC(=O)c1ccc(CN(Cc2ccc(C)cc2)S(=O)(=O)c2ccc(NC(C)=O)cc2)cc1,-6,0.1,0.6,8
CCN(CC)c1ccc(/C=C(\C#N)c2nc3ccccc3[nH]2)c(OCc2ccc(Cl)cc2)c1,0,-0.1,-2.3,-17
O=S1(=O)CCC(NC(=S)N/N=C/c2ccc(Cl)c(Cl)c2)C1 (centres undefined),-16,-0.2,-2.0,18
O=C(CSCc1c(Cl)cccc1Cl)NCc1ccccn1,-14,-0.5,-0.1,-3
CCN1CCN(c2cc(C)c3cc(NC(=O)/C=C/c4ccccc4Cl)ccc3n2)CC1,-3,-0.4,-1.4,-10
Cc1cccc(Nc2nc(-c3cccs3)cs2)c1,-11,-0.3,0.1,-72
O=C(NC1CC1)c1ccc(-c2cnn3c(N4CCCCC4CCO)ccnc23)cc1 (centres undefined),8,-0.3,0.0,-24
O=C(Cn1ncc2c1-c1ccccc1OC2)Nc1cccc(C(F)(F)F)c1,-4,-0.1,0.0,-4
COc1cccc(C(=O)NNC(=O)c2cc3nc(-c4ccccc4)cc(C(F)(F)F)n3n2)c1,16,0.5,1.6,-2
CCCN1CCSC1=Nc1cccc(S(=O)(=O)N(C)C)c1,10,0.1,-0.9,-1
Cc1c(C(=O)NC2CCCCC2)sc2nc(SCc3cccc(Cl)c3)n(CCc3ccccc3)c(=O)c12,-2,0.6,-1.5,-4
CC1(C)Cc2c(sc3nc(SCC(=O)Nc4ccccc4)nc(N)c23)CO1,1,0.0,0.5,-12
O=C(COc1ccc(Br)cc1)Nc1cccc2c1C(=O)NC2=O,6,0.1,0.1,5
COC(=O)c1nc(-c2ccccc2)oc1N1CCCCC1,3,-0.1,2.9,6
O=C(CCc1nnc(C2(c3ccc(Cl)cc3)CCC2)o1)NCc1ccsc1,8,0.0,-0.3,-5
O=C(NCCc1ccc(Cl)cc1)C1CCC(=O)N1C1CCCCC1 (centres undefined),11,0.1,-2.0,3
CC(NC(=O)c1ccccc1)c1nnc(SCc2nc3ccccc3c(=O)[nH]2)n1C (centres undefined),5,-0.1,0.4,13
CCCN(CCC)CCCNC(=O)/C=N\O,-1,-0.2,2.0,6
CCOc1ccc(C2C(C#N)=C(N)Oc3cc(C)n(Cc4ccco4)c(=O)c32)cc1OCC (centres undefined),8,0.0,0.0,9
O=C(NC(=S)Nc1ccc([N+](=O)[O-])cc1)c1ccccc1F,8,-0.1,-1.2,-12
CC(C)CNc1ccc(C(N)=O)cc1[N+](=O)[O-],-21,0.0,-0.6,-10
C=CCOCCN1Cc2ccccc2C1,3,-0.1,0.6,11
Cn1cc(CCN2C(=O)CCC2CCNCc2cccc(C(F)(F)F)c2)cn1 (centres undefined),-10,1.2,0.4,-4
COC(=O)Cn1c(=N)n(Cc2ccccc2Cl)c2ccccc21,-1,0.0,0.2,8
CC(C)N1CCN(Cc2cc3ccccc3[nH]2)CC1CCO (centres undefined),-9,-0.1,-0.2,8
COc1ccc(S(=O)(=O)N2Cc3ccccc3CC2C(=O)N2CCCCC2)cc1 (centres undefined),3,-0.1,0.8,-6
COc1ccc(-c2ccc(/C=C(\NC(=O)c3ccccc3)C(=O)N3CCOCC3)o2)cc1,-3,-0.1,-0.3,23
CC(=O)c1cccc(NC(=O)c2ccc(NC(=O)C3CCCO3)cc2)c1 (centres undefined),-4,-0.2,3.5,-5
COc1ccc(-c2cc(=O)oc3cc(OC(C)=O)ccc23)cc1,10,0.1,0.2,9
Cc1cc(Cl)ccc1N(CC(=O)Nc1ccccc1C(C)C)S(C)(=O)=O,0,-0.1,-0.6,7
Cc1nc(Cl)c2c(-c3ccccc3)c(C)sc2n1,5,0.1,-1.5,1
CN1CCCN(Cc2ccc(Cl)cc2)CC1,11,-0.2,-0.6,6
CCCCc1ccc(NC(=O)c2cc3ccccc3o2)cc1,-16,-0.1,2.3,-59
CCn1c(NC(C)=O)nc2ccccc21,-4,-0.1,0.0,-11
O=C(COC(=O)c1cccc(O)c1)Nc1cccc(I)c1,-6,0.1,2.0,-10
CC1CCCCN1C(=O)Cn1nc2c3ccc(Cl)cc3ncn2c1=O (centres undefined),4,0.0,-0.1,-3
COc1cc(Nc2cc(-c3c(C)noc3C)ncn2)cc(OC)c1OC,11,0.0,1.7,-10

# Shown as tab-separated lines: three of the compounds above
molecule	MITF primary	FBW7 act	GPR151 ag	TEAD-YAP inh
O=C(NC(=S)Nc1ccc([N+](=O)[O-])cc1)c1ccccc1F	8	-0.1	-1.2	-12
CN1CCCN(Cc2ccc(Cl)cc2)CC1	11	-0.2	-0.6	6
CCCCc1ccc(NC(=O)c2cc3ccccc3o2)cc1	-16	-0.1	2.3	-59

# Additional entries:
SMILES,MITF primary,FBW7 act,GPR151 ag,TEAD-YAP inh
O=C(N/C(=C\c1ccc(Cl)cc1)C(=O)N(CCO)CCO)c1ccco1,3,0.0,-0.1,-2
COc1ccccc1/C=C1\N=C(c2ccc(Cl)cc2)OC1=O,19,0.3,0.0,-1
CCCc1noc(-c2c(-c3ccccc3Cl)noc2C)n1,5,0.0,1.1,0
Cc1c(Cl)c([N+](=O)[O-])nn1Cc1ccc(C(=O)O)o1,-7,0.1,-1.0,-3
C=CCn1c(SCC(=O)Nc2ccc(OC)cc2)nc2sc3c(c2c1=O)CCCC3,1,-0.1,0.1,18
Cc1nc(C(C)NC(=O)CCC2(Cc3ccc4ccccc4c3)CCC(=O)N2)cs1 (centres undefined),-9,0.1,-0.4,4
COc1ccccc1NC(=O)CS(=O)(=O)c1cccc2nsnc12,14,-0.2,0.7,4
O=C(NC1CCNCC1)c1ccncc1Cl,13,-0.2,0.6,3
Cc1cnc(Nc2cccc(N(C)C)c2)nc1NCCO,-4,0.0,0.8,-5
CC(=O)Nc1ccnn1C1CCN(Cc2ccc(-n3cccn3)cc2C)CC1,6,0.1,-0.3,0
Cc1cc(C)n2nc(C(=O)NCc3cccc(C(F)(F)F)c3)nc2n1,-2,0.1,-0.3,0
O=C(/C=C/c1ccc(Cl)cc1)Nc1ccccc1N1CCOCC1,3,0.1,3.2,6
O=C(Nc1ccc(I)cc1)c1ccc(=O)[nH]n1,13,-0.1,1.6,-45
COc1cccc(Nc2nc3nonc3nc2Nc2cccc(OC)c2)c1,11,0.1,-1.6,8
O=C(CCCn1c(SCC(=O)N2CCCC2)nc2ccccc2c1=O)NCc1ccco1,6,0.2,-0.2,9
Cc1cc(C)nc(SCC(=O)c2c(N)no[n+]2[O-])n1,9,-0.9,0.0,-3
Cc1ccc([C@@H]2C[C@H]3CN(C4Cc5ccccc5C4)C(=O)[C@]34CCCN24)s1,-3,-0.1,-1.2,8
COc1cccc(CN(CCN(C)C)C(=O)c2cn3ccccc3n2)c1,-6,0.2,0.1,4
COc1ccc(N2CCN(c3nnc(SC(C)C)s3)CC2)cc1,-1,-0.1,1.6,-42
COc1ccc(-c2cc(C(=O)NCCc3ccc(C)cc3)c3ccccc3n2)cc1,4,0.0,0.6,11

# The final 5 entries of the section before are carried over, then new ones follow:
SMILES,MITF primary,FBW7 act,GPR151 ag,TEAD-YAP inh
Cc1cc(C)nc(SCC(=O)c2c(N)no[n+]2[O-])n1,9,-0.9,0.0,-3
Cc1ccc([C@@H]2C[C@H]3CN(C4Cc5ccccc5C4)C(=O)[C@]34CCCN24)s1,-3,-0.1,-1.2,8
COc1cccc(CN(CCN(C)C)C(=O)c2cn3ccccc3n2)c1,-6,0.2,0.1,4
COc1ccc(N2CCN(c3nnc(SC(C)C)s3)CC2)cc1,-1,-0.1,1.6,-42
COc1ccc(-c2cc(C(=O)NCCc3ccc(C)cc3)c3ccccc3n2)cc1,4,0.0,0.6,11
CCCOC(=O)c1ccc(NC(=O)C2C3C=CC(C3)C2C(=O)O)cc1 (centres undefined),13,0.0,1.2,-18
Cc1ccccc1-c1ocnc1C(=O)NCCCN(C)c1ccccc1,14,-0.1,-0.8,-6
COc1ccc(/C=C(\C#N)C(=O)OCC(=O)NC(C)c2ccccc2)cc1 (centres undefined),-6,-0.1,-1.2,3
CCOC(=O)c1cc(-c2nnco2)c(C)nc1C,10,0.0,1.1,1
COc1ccc(CCNc2nc(SCC(=O)c3ccccc3)nc3ccccc23)cc1OC,6,0.1,0.6,-11
C=CCNC(=O)c1cnc2sccn2c1=O,14,-0.1,-0.3,8
O=C(Cn1ncc2ccccc2c1=O)NCCn1nnn(-c2ccccc2)c1=O,-3,-0.1,-0.1,2
O=C(NCc1cc(-c2ccc(F)cc2F)on1)c1cccs1,-4,-0.1,1.2,-33
COc1ccc(-c2csc(NC(=O)C(C)(C)C)n2)cc1,4,-0.1,-0.4,-75
CCc1c(C)nc2ncnn2c1N1CCCC(C(=O)Nc2ccccc2OC)C1 (centres undefined),17,0.1,0.3,-6
COCC(=O)N(C)C(Cc1ccc(F)cc1)C1CCN(C(=O)C2CCCO2)CC1 (centres undefined),13,0.3,-0.7,3
O=C(O)C12C[C@H]3C[C@@H](C1)CC(n1ncc(Nc4ccc(F)cc4F)c(Cl)c1=O)(C3)C2,3,0.0,-0.6,-6
CCOC(=O)c1ccc(OCC2c3cc(OC)c(OC)cc3CCN2C(=O)C23CC4CC(CC(C4)C2)C3)cc1 (centres undefined),-2,0.3,0.7,-1
c1cc(-n2cnc3c(Nc4ccc5c(c4)OCO5)nc(NCCN4CCOCC4)nc32)cs1,22,0.0,-2.2,44*
Cc1cc(=O)nc2c3ccccc3n(C(C)C(=O)N3CCc4ccccc4C3)n12 (centres undefined),1,-0.1,-0.4,-11
CC(C)(C)NC(=O)COc1ccc(CNCc2ccccc2Cl)cc1,13,0.0,-1.8,5
CCCC(C[N+](=O)[O-])C1(c2ccccc2)C(=O)c2ccccc2C1=O (centres undefined),-1,0.0,-1.5,0
CCOc1ccc(CNc2nc3ccccc3n2C)cc1OC,17,0.7,-2.9,-5
CN1CCN(CC(=O)NN2CC(=O)N(c3ccc(Cl)cc3)CC2=O)CC1,14,0.4,-0.5,5
C=CCn1c(SCC(=O)NCc2ccccc2Cl)nc2cc(C(=O)NCC3CCCO3)ccc2c1=O (centres undefined),-9,-0.2,-0.1,1
O=C(Nc1ccncc1)c1cc([N+](=O)[O-])ccc1Cl,4&-4,-0.2,3.1&0.1,22
Cc1cc(NC(=O)Cn2nnc(-c3ccccc3N)n2)no1,9,-0.3,-1.1,-5
N#C/C(=C(/O)c1ccco1)c1nc2ccccc2[nH]1,1&-3,-0.5&-0.8,0.8&-3.9,-9&-2
CC(C)c1ccc(/C=C2/NC(=O)N(Cc3ccccc3F)C2=O)cc1,18,0.5,-1.0,14
Cc1ccc(-c2noc(CCCC(=O)Nc3cccc(C)c3)n2)cc1,8,0.1,0.3,-1
Cn1c(C(=O)NCc2ccccn2)cc2c(=O)n3ccccc3nc21,13,0.5,0.6,-41
O=C1N(c2ccc(Br)cc2)C2CS(=O)(=O)CC2N1c1cccc(Cl)c1 (centres undefined),5,0.1,0.6,-10
O=C(Nc1ccccc1C(=O)N1CCCC1)c1ncoc1-c1cccs1,0,0.1,-0.4,4
CCN(C(=O)/C=C/c1cc(OC)c(OC)c(OC)c1)C1CCCCC1,0,0.0,-2.0,7
Cc1ccc(N2C(=O)C3C4C=CC(C5CC45)C3C2=O)c(C)c1 (centres undefined),-6,-0.1,-0.8,3
CN(CCCCN1CCOCC1)C(=O)CCc1nnc(C2CCCCC2)o1,4,0.4,-1.0,-13
O=[N+]([O-])c1cccc(/C=C/c2ccncc2)c1,4,-0.2,-2.1,3
CCOC(=O)C1=C(C)N=c2s/c(=C/c3ccco3)c(=O)n2C1c1ccccc1 (centres undefined),8,-0.2,-0.6,6
Cc1cc(Nc2ccccc2)nc(N2CCOCC2)n1,-13&-2,-0.1&0.1,-0.6&-1.4,-30&-81
CC(C)COc1ccc(/C(=N/O)c2ccccc2)cc1,2,0.6,-0.3,-50
COc1ccc(S(=O)(=O)N2CCN(c3nc(-c4ccc(F)cc4)cs3)CC2)cc1,4,0.6,-1.4,-2
CCOC(=O)c1ccc(OCC2c3cc(OC)c(OC)cc3CCN2C(=O)c2cccc(C)c2)cc1 (centres undefined),8,0.0,-1.4,-17
CSCCOC(=O)c1ccc(S(=O)(=O)N2CCCC2)cc1,-6,-0.2,4.7,-2
CC1CC(C)CN(C2CCN(Cc3ccccc3[N+](=O)[O-])CC2)C1 (centres undefined),58*,-0.2,-0.8,-5
CCNc1nc(C(F)(F)F)nc2c1nnn2Cc1ccc(F)cc1,-6,0.1,0.0,8

# Rewritten with tabs: part of the list above
compound	MITF primary	FBW7 act	GPR151 ag	TEAD-YAP inh
CN(CCCCN1CCOCC1)C(=O)CCc1nnc(C2CCCCC2)o1	4	0.4	-1.0	-13
O=[N+]([O-])c1cccc(/C=C/c2ccncc2)c1	4	-0.2	-2.1	3
CCOC(=O)C1=C(C)N=c2s/c(=C/c3ccco3)c(=O)n2C1c1ccccc1 (centres undefined)	8	-0.2	-0.6	6

# Additional results follow.
SMILES,MITF primary,FBW7 act,GPR151 ag,TEAD-YAP inh
Cn1c(=O)[nH]c(=O)c2c1nc(N1CCc3ccccc3C1)n2CCCSc1ncccn1,17,0.3,1.1,4
CCN(CC)S(=O)(=O)c1nnc(NC(=O)c2ccccc2)s1,-6,0.1,-0.7,-45
CC(C)c1ccccc1NC(=O)CSc1nnc(COc2ccccc2)o1,-8,0.5,-1.3,0
CC(=O)Nc1ccc(OCC(=O)Nc2c(C)cccc2C)cc1,-1,-0.1,4.7,1

# Screening data from PubChem.
